From PubChem BioAssay
TCR activator – Activators of T cell receptors: qHTS campaign. primary human leukocytes, anti-CD3, IL-2 HTRF, 48 h. Potency, µM (titrated, usually from 9.22 µM), without a hit: at the highest dose activation of IL-2 secretion, hits mostly activators. 330,000 tested, under 10 active. AID 504894, 2011; also: % of control where 0% means no effect
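Primary human leukocytes incubated 48 hr with anti-CD3 beads plus compound, without co-stimulation. Secreted IL-2 measured by HTRF (europium cryptate/d2 anti-IL-2 pair, 320 nm excitation, 665 nm emission).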
TSHR antag – Antagonists of the Thyroid Stimulating Hormone Receptor: HTS campaign; Thyrotropin receptor (Homo sapiens), P16473; AID 504810, 2011; activity change, negative = inhibition, % at 11.5 µM; 330,000 compounds, 0.2% hits; TSHR-expressing cells, TSH-stimulated cAMP HTRF, 2 h; active compounds read low;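 active = activity change below a set negative limit, meaning inhibition stronger than a set level, cut at about -70% in these data; inconclusive = activity change between two set negative limits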; also: % is scaled to controls: 0 for no effect and ±100 for the full control effect
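Inhibition of cAMP made by TSHR-expressing cells under TSH stimulation (4nM final, EC80; 2 h, 37 deg C) is quantified with a one-step lysis HTRF kit, anti-cAMP cryptate versus cAMP-d2.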
TSG101-PTAP inh – qHTS Assay for Iinhibitors of HIV-1 Budding by Blocking the Interaction of PTAP/TSG101. Tumor susceptibility gene 101 protein (Homo sapiens), Q99816. Fluorescence polarization, FITC-PTAP peptide / Tsg101 binding. Potency, µM (titrated, usually from 115 µM), inactives show at the highest dose activity change, negative = inhibition, hits mostly inhibitors. 340,000 tested, under 10 active. AID 493005, 2010; active = well fitted inhibition curve with a large enough effect in the main read-out, with a control signal flat, not every such curve was filed as active; inconclusive = small, poorly fitted or top-dose-only effect, or effect the other way, or a change in a side signal; inactive = no such curve, though single readings can be large or run the other way; also: potency is read from the fitted curve at half-maximal effect; % of control where 0% means no effect
Target sequence (Q99816 whole entry, looked up): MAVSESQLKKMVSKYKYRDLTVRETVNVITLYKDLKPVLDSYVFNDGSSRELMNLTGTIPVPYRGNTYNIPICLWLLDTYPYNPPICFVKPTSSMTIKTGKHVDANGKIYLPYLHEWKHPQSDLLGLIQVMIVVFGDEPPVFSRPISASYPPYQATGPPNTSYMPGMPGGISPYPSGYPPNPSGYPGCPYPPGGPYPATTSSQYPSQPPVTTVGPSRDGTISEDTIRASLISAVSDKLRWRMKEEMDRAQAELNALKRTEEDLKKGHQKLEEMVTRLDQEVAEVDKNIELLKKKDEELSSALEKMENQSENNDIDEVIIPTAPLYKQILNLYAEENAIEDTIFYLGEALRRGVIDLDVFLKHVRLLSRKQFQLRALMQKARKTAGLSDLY
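Steps: Tsg101 binding domain dispensed (10 uM final), compounds pinned in DMSO, FITC-labeled PTAP-motif peptide added (50 nM final); after 20 min binding at room temperature, polarization measured.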
MBNL1-CUG inh – qHTS Assay for Inhibitors of MBNL1-poly(CUG) RNA binding; Potency, µM (highest dose often 57.5 µM), without a hit: at the top dose activity change, negative = inhibition, actives largely listed as inhibitors; 280,000 compounds, 0.036% hits; AID 2675, 2010; TR-FRET MBNL1-His/biotin-(CUG)12 binding, 665/545 ratio; Muscleblind-like protein 1 (Homo sapiens), Q9NR56; active = well fitted inhibition curve with a large enough effect in the signal ratio, with a control signal flat, not every such curve was filed as active; inconclusive = small, poorly fitted or top-dose-only effect, or effect the other way, or a change in a side signal; inactive = no such curve, though single readings can be large or run the other way; the % refers to the signal ratio; also: potency is read from the fitted curve at half-maximal effect; % is scaled to controls: 0 for no effect and ±100 for the full control effect
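TR-FRET between His-tagged MBNL1 and biotin-(CUG)12 RNA, detected with Tb anti-His antibody (0.055 ng/ul) and streptavidin-XL665 (5 nM), 60 min at room temperature. Compounds titrated 92 nM to 58 uM; 665/545 nm ratio normalized to buffer and complex controls.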
AT treatment – qHTS Assay for Identifying a Potential Treatment of Ataxia-Telangiectasia; […] A-T fibroblasts, KAP-1 phosphorylation AlphaLISA; neocarzinostatin DNA damage 30 min before lysis; Potency, µM (doses to about 57.5 µM), for inactives: top-dose activation, hits mostly activators; 320,000 compounds, 0.19% hits; also: potency is read from the fitted curve at half-maximal effect; % of control where 0% means no effect; nearly all actives have a fitted effect of over 45% in size
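ATM-like activity read as KAP-1 phosphorylation via AlphaLISA donor/acceptor antibody pairs after lysis and 6 hr at 25C. Cells were ATM-null patient fibroblasts ([…], hTERT), dosed 60 min, then exposed to the DSB inducer NCS for 30 min.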
Menin-MLL TR inh – qHTS Assay for Inhibitors Targeting the Menin-MLL Interaction in MLL Related Leukemias: Competition With Texas Red Labeled MLL-derived Mutant Peptide. O00255. Menin + Texas Red MLL mutant peptide, fluorescence polarization. Potency, µM (titrated, usually from 61.6 µM), inactives show at the highest dose FP activity change, negative = inhibition, usual class: inhibitors. 270,000 compounds, 0.23% hits; active = well fitted inhibition curve with a large enough effect in the polarisation, with a control signal flat, not every such curve was filed as active; inconclusive = small, poorly fitted or top-dose-only effect, or effect the other way, or a change in a side signal; inactive = no such curve, though single readings can be large or run the other way; the % refers to the polarisation; also: potency is read from the fitted curve at half-maximal effect; % of control where 0% means no effect; many of its hits are not listed in these tables
ASM inhibitor – Inhibitors of Secretory Acid Sphingomyelinase (S-ASM): qHTS; Potency, µM (doses to about 57.5 µM), for inactives: at the top dose activity change, negative = inhibition, usual class: inhibitors; placental ASM, HMU-PC fluorogenic substrate, 60 min; 340,000 compounds, 0.006% hits; also: potency is read from the fitted curve at half-maximal effect
Target sequence (P17405 47-631 limits assumed): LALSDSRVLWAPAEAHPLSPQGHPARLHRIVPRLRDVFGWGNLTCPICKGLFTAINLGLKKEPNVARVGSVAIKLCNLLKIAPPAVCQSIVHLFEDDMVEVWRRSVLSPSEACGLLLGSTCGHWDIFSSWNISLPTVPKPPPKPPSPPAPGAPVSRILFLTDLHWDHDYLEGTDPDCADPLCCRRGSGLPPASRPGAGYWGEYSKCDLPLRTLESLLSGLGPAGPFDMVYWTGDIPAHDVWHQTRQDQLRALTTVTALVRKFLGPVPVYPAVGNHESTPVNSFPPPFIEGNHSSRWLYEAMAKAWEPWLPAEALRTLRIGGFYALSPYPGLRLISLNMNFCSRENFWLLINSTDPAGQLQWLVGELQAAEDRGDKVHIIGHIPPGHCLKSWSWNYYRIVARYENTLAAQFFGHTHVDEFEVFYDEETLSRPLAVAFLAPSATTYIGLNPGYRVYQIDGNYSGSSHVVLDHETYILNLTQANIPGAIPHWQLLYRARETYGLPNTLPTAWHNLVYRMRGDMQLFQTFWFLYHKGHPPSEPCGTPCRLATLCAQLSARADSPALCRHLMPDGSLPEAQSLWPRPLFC
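Fluorogenic HMU-PC substrate (9 uM final) is turned over by placental ASM in 60 min at 37 C after a 10 min compound preincubation. Reaction ended by alkaline stop (pH 10), with fluorescence read at 386/447 nm.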
Mito fusion yeast – qHTS Assay for Small Molecule Inhibitors of Mitochondrial Division or Activators of Mitochondrial Fusion; S. cerevisiae fusion-defective mutant growth rescue, CellTiterGlo 48 h; Potency, µM (series often up to 46.1 µM), without a hit: at the top dose growth rescue (activation), most hits filed as activators; 320,000 compounds, 0.23% hits;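 also: potency is read from the fitted curve at half-maximal effect; % of control where 0% means no effect; nearly all actives have a fitted effect of over 45% in size; temperature-sensitive fusion mutants such as fzo1-1 at 37 °C on non-fermentable ethanol glycerol medium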
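Growth-rescue viability read-out: after 48 h at the non-permissive 37C in glycerol/ethanol YPEG, yeast mitochondrial fusion mutants are measured by CellTiterGlo luminescence; compounds (23 nl pinned per well) restoring growth score as division inhibitors or fusion activators.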
a7 integrin act – qHTS for Activators of Integrin-Mediated Alleviation for Muscular Dystrophy; AID 624291, 2012; 350,000 compounds, 0.064% hits; Potency, µM (doses to about 38.3 µM), inactives show at the top dose activation, hits mostly activators; alpha7betagal myoblasts, beta-gal FDG fluorescence, 48 h;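 also: potency is read from the fitted curve at half-maximal effect; 100% = response of the positive control SU9516; nearly all actives have a fitted effect of over 60% in size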
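Alpha7betagal+/- myoblasts (passage 13) were plated 16-24 hr, then exposed to compounds (1:260 dilution of DMSO stock) for 48 hours at 37C. After MPER lysis, β-galactosidase reporter activity was read as FDG fluorescence (ex 480/em 540) after 30 minutes.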
MLL CXXC-DNA inh – qHTS Fluorescence Polarization Assay for Inhibitors of MLL CXXC domain - DNA interaction; Histone-lysine N-methyltransferase 2A (Homo sapiens), Q03164; MLL-CXXC / FITC-HOXA9 DNA fluorescence polarization; Potency, µM (highest dose often 115 µM), for the others: top-dose activity change, negative = inhibition, most hits filed as inhibitors; 290,000 compounds, 0.037% hits; AID 2662, 2010; active = well fitted inhibition curve with a large enough effect in the polarisation, with a control signal flat, not every such curve was filed as active; inconclusive = small, poorly fitted or top-dose-only effect, or effect the other way, or a change in a side signal; inactive = no such curve, though single readings can be large or run the other way; the % refers to the polarisation; also: potency is read from the fitted curve at half-maximal effect
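Steps: dispense CXXC domain solution (7 uM) → pin compounds or unlabeled HOX-A9 DNA control → 5 min ambient → add FLSN-HOX-A9 solution (50 nM) → spin → 30 min ambient → fluorescence polarization. Tris pH 7.5/NaCl/DTT/BSA buffer.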
An asterisk follows results filed as active; ? = inconclusive; / = no result given; [ ] = another dose, or the depositor's remark. Unless noted, calls follow the shape of the dose curve; as a rule, active = well fitted curve in the direction sought with a large enough effect; inconclusive = small, poorly fitted or top-dose-only effect, or another doubt; inactive = no such curve, though single readings can be large; an effect the other way counts as inactive or inconclusive. An excerpt; count on the stated rates, not on these rows.

Every second line gives: TCR activator	TSHR antag	TSG101-PTAP inh	MBNL1-CUG inh	AT treatment	Menin-MLL TR inh	ASM inhibitor	Mito fusion yeast	a7 integrin act	MLL CXXC-DNA inh
#1 c1ccc(NC2=NCCN2CC2CCC2)cc1
    3%	4	0%	/	19%	/	3%	0%	17%	/
#2 Cc1ccc(-n2c(C)cc(C(=O)CSc3n[nH]c(N)n3)c2C)cc1
    1%	-3	-2%	?	2%	-8%	-1%	3%	-45%[inhibitor]	-5%
#3 O=C1CC(Nc2ccc(N3CCOCC3)cc2)C(=O)N1C1CCCCC1 (stereo not drawn)
    2%	-10	-1%	1%	-2%	0%	0%	-5%	11%	-5%
#4 COc1ccccc1N1CCN(c2nnc(-c3ccc(F)cc3)c3ccccc23)CC1
    1%	-4	-1%	2%	6%	?	-1%	2%	-9%	5%
#5 O=C(COC(=O)c1cnccn1)Nc1ccc2c(c1)OCO2
    9%	-10	-3%	4%	6%	-1%	6%	-3%	-10%	9%
#6 COc1ccccc1NS(=O)(=O)c1ccc(N/N=C(\C)C(C)C)c([N+](=O)[O-])c1
    1%[46.1 µM]	-30	-1%	35%[activator]	-3%	-12%	-18%	-7%	-29%	13%
#7 CCNc1ccc(S(=O)(=O)N(C)C)cc1NCC(=O)Nc1ccc(Br)cc1F
    -4%[46.1 µM]	-17	-1%	-2%	/	-7%	0%	-6%	0%	12%
#8 N=c1c(C(=O)NCCc2ccccc2)cc2c(=O)n3ccccc3nc2n1CCCN1CCOCC1
    2%	-11	-1%	?	9%	-6%	386%[activator]	3%	-1%	2%
#9 CC1(C)CC(=O)C=C(c2ccc3ncccc3c2)C1
    11%	-1	1%	/	-5%	/	0%	-4%	32%	/
#10 Cc1ccc(OCC(=O)N2CCN(C(=O)c3ccncc3)CC2)cc1
    1%	-1	-3%	0%	0%	9%	1%	3%	14%	-3%
#11 COc1ccc(S(=O)(=O)NCc2ccccn2)c(Cl)c1Cl
    -5%	2	-6%	-4%	0%	3%	0%	0%	-12%	4%
#12 CN1C(=O)S/C(=C/c2cccn2-c2cccc(C(=O)O)c2)C1=O
    1%	6	0%	?	0%	9%	2%	2%	23%	-10%
#13 O=C(COC(=O)CC1CC2CCC1C2)NCc1ccc(Cl)cc1 (stereo not drawn)
    -5%	34	0%	/	-5%	/	1%	/	-13%	/
#14 CC(=O)N=C1SC2CS(=O)(=O)CC2N1c1cccc(Cl)c1Cl (stereo not drawn)
    2%	-8	0%	-11%	11%	7%	-1%	-6%	-3%	0%
#15 COc1cccc(C(=O)N2CCN(Cc3ccc4c(c3)OCO4)CC2)c1OC
    0%	-3	-3%	-2%	2%	-7%	2%	-1%	-7%	-3%
#16 CCN1CCN(CC(=O)Nc2ccc(Cl)c(Cl)c2)C(=O)C1=O
    1%	13	-2%	4%	-5%	4%	-2%	0%	0%	10%
#17 CC1CC(=O)C(C(C2=C(O)CC(C)CC2=O)c2ccccc2)=C(O)C1 (stereo not drawn)
    -10%	/	-2%	/	/	/	6%	/	-7%	/
#18 Cc1ccc(-n2c(Cn3nc(C(F)(F)F)cc3C)n[nH]c2=S)cc1
    /	0	-5%	-5%	-5%	/	4%	-9%	6%[7.66 µM]	-9%
#19 Cc1nnc(NC(=O)c2ccccc2Br)s1
    7%	11	-3%	-14%	5%	0%	6%	3%	38%	-1%
#20 Cc1nonc1NC(=O)CSc1nc2cc(Cl)ccc2c2c1CCCC2
    -4%	13	2%	-2%	3%	8%	-4%	1%	5%	3%
#21 c1cncc(-c2nc3ccccc3s2)c1
    3%	-5	3%	/	1%	/	0%	3%	23%	-13%
#22 O=C(CCc1ccccc1)Nc1nnc(-c2ccccn2)o1
    -1%[46.1 µM]	11	0%	4%	-2%	2%	3%	0%	12%	-4%
#23 Cc1ccc(S(=O)(=O)NCCC(=O)OCC(=O)N2CCCC2=O)cc1
    /	-5	2%	/	0%	/	3%	-6%	18%	/
#24 CCCN1CNc2c(c(=O)[nH]c(=S)n2CCc2ccccc2)C1
    0%	33	0%	-5%	-1%	-19%	-1%	-1%	-19%	9%
#25 COc1ccc(O)c(C(=O)c2cnc3c(c2)c(C)nn3CCO)c1
    4%	-11	-2%	10%	-5%	1%	1%	1%	-15%	6%
#26 CCCc1n[nH]c2c1C(=O)CC(C)(C)C2
    -2%	2	-4%	-3%	2%	14%	0%	-3%	6%	0%
#27 O=C(Nc1cccc(S(=O)(=O)N2CCCCCC2)c1)c1ccc2ccccc2n1
    6%[46.1 µM]	-20	-4%	4%	1%	3%	12%	3%	-7%	2%
#28 CCOC(=O)C(NC(C)=O)C(=O)Nc1ccc(C(C)C)cc1 (stereo not drawn)
    0%	-1	-2%	-2%	4%	-1%	3%	4%	-1%	-2%
#29 C/C(=N\Nc1ccc(C(F)(F)F)cc1[N+](=O)[O-])C(C)C
    -3%[46.1 µM]	19	-3%	/	-5%	-20%	-3%	1%	19%	-11%
#30 CCCN(CC(=O)Nc1ccccc1C)C(=O)c1ccc2[nH]c3c(c2c1)CC(C)CC3 (stereo not drawn)
    0%	-7	-6%	/	2%	/	-16%	12%	-6%	/

Looked up above:
Result of cpd 21 in TCR activator: 3%
Result of cpd 14 in MBNL1-CUG inh: -11%

(further entries)
Every second line gives: TCR activator	TSHR antag	TSG101-PTAP inh	MBNL1-CUG inh	AT treatment	Menin-MLL TR inh	ASM inhibitor	Mito fusion yeast	a7 integrin act	MLL CXXC-DNA inh
#31 Cc1cccc(C)c1-n1c(C)nn(CC2CC2)c1=O
    8%	0	-2%	-7%	2%	-5%	-2%	0%	-10%	-6%
#32 CNC(=O)CSc1nc2ccccc2c(=O)n1C1CCCCC1
    /	-4	-2%	-2%	10%	-22%	5%	4%	?	1%
#33 Cc1ccc(N(CC(=O)NC2CCCC2)C(=O)CNC(=O)c2cccs2)cc1C
    -9%	5	-10%	-6%	-5%	-16%	1%	1%	12%	-3%
#34 Cc1nc2cc(NC(=O)CS(=O)(=O)c3ccccc3)ccc2s1
    -10%	16	-3%	/	-2%	/	-1%	2%	3%	/
#35 Cc1nc(C(F)(F)F)c(C(=O)O)cc1-c1nc(-c2ccccc2)cs1
    12%	2	2%	?	14%	25%	7%	-13%	-10%	-6%
#36 COc1cccc(C(=O)OCC(=O)N2CCc3ccccc32)c1OC
    4%	-1	0%	/	-4%	/	0%	-4%	-3%	/
#37 CSc1nc(O)c(C(c2ccc(OC(C)C)cc2)c2c(O)nc(SC)[nH]c2=O)c(=O)[nH]1
    0%	/	0%	/	/	/	0%	/	35%	/
#38 Cc1c(N(C(=O)c2ccccn2)C2(C(=O)NC3CCCCC3)CCCCC2)c(=O)n(-c2ccccc2)n1C
    -1%	-1	-12%	2%	-3%	-4%	11%	9%	18%	8%
#39 COc1cccc(CN2CCC(Oc3ccc(C(=O)NCc4ccccn4)cc3)CC2)c1
    -1%	12	-3%	-4%	-2%	-19%	3%	-8%	-15%	-5%

In another format: results already given.
| cpd | smiles | TCR activator | TSHR antag | TSG101-PTAP inh | MBNL1-CUG inh | AT treatment | Menin-MLL TR inh | ASM inhibitor | Mito fusion yeast | a7 integrin act | MLL CXXC-DNA inh |
| --- | --- | --- | --- | --- | --- | --- | --- | --- | --- | --- | --- |
| 35 | Cc1nc(C(F)(F)F)c(C(=O)O)cc1-c1nc(-c2ccccc2)cs1 | 12% | 2 | 2% | ? | 14% | 25% | 7% | -13% | -10% | -6% |
| 36 | COc1cccc(C(=O)OCC(=O)N2CCc3ccccc32)c1OC | 4% | -1 | 0% | / | -4% | / | 0% | -4% | -3% | / |
| 37 | CSc1nc(O)c(C(c2ccc(OC(C)C)cc2)c2c(O)nc(SC)[nH]c2=O)c(=O)[nH]1 | 0% | / | 0% | / | / | / | 0% | / | 35% | / |
